Source: PubChem BioAssay (National Center for Advancing Translational Sciences (NCATS))
MBNL1 CUG block: blocks human MBNL1 binding to CUG repeat RNA; Q9NR56; TR-FRET MBNL1-His/biotin-(CUG)12 binding, 665/545 ratio; Potency, µM (series often up to 57.5 µM), for inactives: top-dose activity change, negative = inhibition, actives largely listed as inhibitors; 280,000 compounds, 0.036% hits; AID 2675; active means well fitted inhibition curve with a large enough effect in the signal ratio, with a control signal flat, not every such curve was filed as active; inconclusive means small, poorly fitted or top-dose-only effect, or effect the other way, or a change in a side signal; inactive means no such curve, though single readings can be large or run the other way; the % refers to the signal ratio; further: potency means the concentration at half of the fitted maximal effect; on the % scale 0 is the no-effect control and ±100 the full control effect
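Inhibition of protein-RNA binding appears as loss of TR-FRET between terbium anti-His antibody on MBNL1-His and streptavidin-XL665 on biotin-(CUG)12. Activity is normalized to buffer-only and uninhibited-complex controls.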
USP2a block: USP2a (human) protease inhibition | O75604 | USP2 core, Ub-CHOP2 coupled fluorogenic reporter, 485/531 | Potency, µM (series often up to 38.3 µM), for inactives: top-dose activity change, negative = inhibition, hits mostly inhibitors | 330,000 compounds, 0.01% hits;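 further: potency means the concentration at half of the fitted maximal effect; plate controls were DMSO wells for no effect and full inhibition by NEM control for full effect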
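Cell-free coupled assay: 10nM USP2 core preincubated 30min RT with compound in Tris-HCl pH 8.0/CaCl2/CHAPS buffer, then 25nM Ub-CHOP2 and 25nM reporter substrate; fluorescence (Ex 485/Em 531) read after 60min RT, normalized to NEM inhibition, concentration-response curves fitted.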
Mito fusion act: blocks mitochondrial division or promotes mitochondrial fusion. S. cerevisiae fusion-defective mutant growth rescue, CellTiterGlo 48 h. Potency, µM (highest dose often 46.1 µM), without a hit: at the top dose growth rescue (activation), actives largely listed as activators. 320,000 compounds, 0.23% hits;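 further: potency means the concentration at half of the fitted maximal effect; % of control where 0% means no effect; nearly all actives have a fitted effect of over 45% in size; temperature-sensitive fusion mutants such as fzo1-1 at 37 °C on non-fermentable ethanol glycerol medium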
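Temperature-sensitive fusion-defective S. cerevisiae (e.g. fzo1-1, mgm1-5) were grown with compound in YPEG medium (3% ethanol, 3% glycerol) for 48 hours at 37C. Growth rescue was measured as viability by CellTiterGlo luminescence after 10 minutes at ambient.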
KCNH2 WT inh: KCNH2 (human, wildtype) channel inhibition. 340,000 compounds, 0.37% hits. U2OS, BacMam KCNH2, thallium flux FluxOr; hits give low values. Q12809. activity change, % at 1.84 µM;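 active means maximum activity change below -70%; inconclusive means maximum activity change between -70% and -50%; inactive means maximum activity change above -50%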; further: on the % scale 0 is the no-effect control and ±100 the full control effect
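U2OS cells transduced with wild-type KCNH2 virus are loaded with FluxOr dye for 45 min, and thallium flux is measured in kinetic reads before and after stimulation buffer. Rate constants are normalized to DMSO controls.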
Menin-MLL TR inh: menin-MLL binding inhibition, Texas Red mutant peptide. O00255. Menin + Texas Red MLL mutant peptide, fluorescence polarization. Potency, µM (series often up to 61.6 µM), for the others: at the top dose FP activity change, negative = inhibition, most hits filed as inhibitors. 270,000 compounds, 0.23% hits. AID 1768; active means well fitted inhibition curve with a large enough effect in the polarisation, with a control signal flat, not every such curve was filed as active; inconclusive means small, poorly fitted or top-dose-only effect, or effect the other way, or a change in a side signal; inactive means no such curve, though single readings can be large or run the other way; the % refers to the polarisation; further: potency means the concentration at half of the fitted maximal effect; % of control where 0% means no effect; many of its hits are not listed in these tables
Target sequence (O00255 whole entry, looked up): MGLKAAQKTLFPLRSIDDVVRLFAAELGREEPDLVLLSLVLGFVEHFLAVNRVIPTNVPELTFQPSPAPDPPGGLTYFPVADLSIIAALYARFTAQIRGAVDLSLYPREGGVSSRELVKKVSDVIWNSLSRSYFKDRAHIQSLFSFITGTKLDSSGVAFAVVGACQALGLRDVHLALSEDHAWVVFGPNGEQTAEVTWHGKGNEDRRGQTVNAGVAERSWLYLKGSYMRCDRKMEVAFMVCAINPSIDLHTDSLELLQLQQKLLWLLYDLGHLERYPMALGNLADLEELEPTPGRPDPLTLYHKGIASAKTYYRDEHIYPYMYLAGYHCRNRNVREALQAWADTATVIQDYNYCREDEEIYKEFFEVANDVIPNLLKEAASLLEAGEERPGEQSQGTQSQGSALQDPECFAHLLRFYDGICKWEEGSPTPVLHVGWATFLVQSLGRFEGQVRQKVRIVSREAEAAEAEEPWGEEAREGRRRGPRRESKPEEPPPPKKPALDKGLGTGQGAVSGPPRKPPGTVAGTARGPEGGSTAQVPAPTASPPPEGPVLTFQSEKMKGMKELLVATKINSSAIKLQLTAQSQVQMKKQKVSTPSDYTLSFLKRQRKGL
S-ASM inh: blocks human secretory acid sphingomyelinase. 340,000 compounds, 0.006% hits. placental ASM, HMU-PC fluorogenic substrate, 60 min. Potency, µM (highest dose often 57.5 µM), without a hit: top-dose activity change, negative = inhibition, usual class: inhibitors. P17405; further: potency means the concentration at half of the fitted maximal effect
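Fluorogenic HMU-PC substrate (9 uM final) is turned over by placental ASM in 60 min at 37 C after a 10 min compound preincubation. Reaction ended by alkaline stop (pH 10), with fluorescence read at 386/447 nm.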
Eya2 inh: inhibitors of human Eya2 phosphatase activity; 330,000 compounds, 0.006% hits; recombinant Eya2, OMFP fluorescence dephosphorylation (OMFP is methylfluorescein phosphate); Potency, µM (titrated, usually from 76.9 µM), inactives show at the top dose activity, negative = inhibition, most hits filed as inhibitors; further: potency means the concentration at half of the fitted maximal effect; on the % scale 0 is the no-effect control and ±100 the full control effect
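Eya2 protein (added as 0.2 uM solution) was preincubated with compound for 10 min at ambient temperature in 50 mM HEPES pH 7.5, 50 mM NaCl, 5 uM MgCl2, 0.05% BSA, 1 mM DTT. OMFP (added at 50 uM) then reacted 10 min; fluorescence read at 485/525 nm.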
Chronic BCR inh: inhibitors of chronic active B-cell receptor signaling. ABC-DLBCL IkBa-CBG/CBR reporter, luminescence ratio, 4 h. Potency, µM (highest dose often 46.1 µM), without a hit: at the highest dose ratio change, negative = lower green/red ratio, usual class: inhibitors. 340,000 compounds, 0.05% hits. AID 493014; active means well fitted inhibition curve with a large enough effect in the signal ratio, with a control signal flat, not every such curve was filed as active; inconclusive means small, poorly fitted or top-dose-only effect, or effect the other way, or a change in a side signal; the % refers to the signal ratio;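 further: potency means the concentration at half of the fitted maximal effect; plate controls were basal doxycycline-induced cells for no effect and cells given 10 µM MG132 for full effect; MG132 reads +100%, hits lower the ratio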
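Doxycycline induced both beetle luciferases in TMD8 lymphoma cells; IKK-driven degradation limits the IkappaBalpha-fused green signal, while red luminescence normalises for cell number and nonspecific effects. Compounds tested up to 46 uM, 4 hrs.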
TSHR antag: antagonists of human thyroid stimulating hormone receptor. 330,000 compounds, 0.2% hits. AID 504810. activity change, negative = inhibition, % at 11.5 µM. TSHR-expressing cells, TSH-stimulated cAMP HTRF, 2 h; hits give low values;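 active means activity change below a set negative limit, meaning inhibition stronger than a set level, cut at about -70% in these data; inconclusive means activity change between two set negative limits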; further: on the % scale 0 is the no-effect control and ±100 the full control effect
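Freshly harvested TSHR cells receive pin-tooled compound, then EC80 TSH at 4nM final. After 2 hours at 37 deg C, antibody in lysis buffer and cAMP-d2 are added; 30 minutes at ambient temperature precede the HTRF read.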
PKM2 act: increases activity of human pyruvate kinase M2; P14618; purified PKM2, Kinase-Glo ATP luminescence, activation; response scale: 0% is enzyme alone, no compound; Potency, µM (titrated, usually from 57.5 µM), without a hit: at the highest dose activation, usual class: activators; 260,000 compounds, 0.34% hits; AID 1631; further: potency means the concentration at half of the fitted maximal effect; on the % scale 0 is the no-effect control and ±100 the full control effect; nearly all actives have a fitted effect of over 55% in size
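ATP formation by purified human PK-M2, quantified via coupled luciferase luminescence after 1 h at room temperature with 0.1 mM ADP and 0.5 mM PEP final.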
GALK inhibitor: blocks human galactokinase activity | P51570 | Purified GALK, Kinase-Glo residual ATP luminescence | Potency, µM (top dose mostly 57.5 µM), for the others: top-dose activity change, negative = inhibition, usual class: inhibitors | 270,000 compounds, 0.007% hits | AID 1868; further: potency means the concentration at half of the fitted maximal effect; on the % scale 0 is the no-effect control and ±100 the full control effect
Target sequence (P51570 whole entry, looked up): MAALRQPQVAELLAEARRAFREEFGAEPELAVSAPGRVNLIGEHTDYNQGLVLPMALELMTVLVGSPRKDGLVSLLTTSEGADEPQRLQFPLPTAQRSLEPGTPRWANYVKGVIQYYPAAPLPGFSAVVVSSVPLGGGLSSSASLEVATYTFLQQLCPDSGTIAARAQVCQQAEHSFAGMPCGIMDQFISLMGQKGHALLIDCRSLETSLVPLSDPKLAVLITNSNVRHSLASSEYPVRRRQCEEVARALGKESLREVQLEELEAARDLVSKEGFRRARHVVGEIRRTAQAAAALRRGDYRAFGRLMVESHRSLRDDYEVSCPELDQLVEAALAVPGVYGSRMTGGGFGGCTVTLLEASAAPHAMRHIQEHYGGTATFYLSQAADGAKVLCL
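The enzyme phosphorylates galactose (100 uM) using ATP (35 uM); inhibition is detected as higher residual ATP, quantified by bioluminescence after 1 h reaction at room temperature, pH 8.0.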
Starred values were filed as active, the others as inactive; ? = inconclusive; · = no result given; [ ] = another dose, or the depositor's remark. Unless noted, the call rests on the fitted dose curve; in most records, active means well fitted curve in the direction sought with a large enough effect; inconclusive means small, poorly fitted or top-dose-only effect, or another doubt; inactive means no such curve, though single readings can be large; an effect the other way counts as inactive or inconclusive. Not all compounds are listed; count on the stated rates, not on these rows.

SMILES | MBNL1 CUG block | USP2a block | Mito fusion act | KCNH2 WT inh | Menin-MLL TR inh | S-ASM inh | Eya2 inh | Chronic BCR inh | TSHR antag | PKM2 act | GALK inhibitor
Cn1nnnc1SC(C(=O)Nc1cccc(C(F)(F)F)c1)c1ccccc1 (stereo not drawn) | · | 0% | 0% | 20 | 13% | -7% | -16% | ? | -13 | 1% | -4%
CC(C)(C)OC(=O)NCCCC[C@H](NC(=O)c1nc[nH]c1C(=O)NCc1ccc(CNC(=O)OC(C)(C)C)cc1)C(=O)OC(C)(C)C | 8% | -8% | -2% | -37 | 1% | 0% | -19% | 18% | -8 | -6% | ·
CC1(C)C2CCC1(C)C(OC(=O)CCn1ccnc1)C2 (stereo not drawn) | 6% | 4% | -3% | -10 | 2% | 3% | -21% | -2% | ? | 2% | -3%
CCCN(CCO)Cc1ccc(F)c(Br)c1 | -7% | 0% | -2% | -13 | 1% | 3% | 7% | 16% | 8 | 6% | 0%
Cc1cc(/C=C2/C(=O)NN(c3ccccc3)C2=O)c(C)n1-c1ccc(O)cc1 | -10% | 3% | -1% | -13 | 7% | -27% | -4% | ? | -22 | 1% | -5%
O=C(CCCn1cnc([N+](=O)[O-])n1)Nc1ccc(F)c(Cl)c1 | · | -1% | 14% | -4 | 8% | -7% | 7% | ? | 4 | -8% | 11%
Cc1cc(Cl)c(S(=O)(=O)NC(C)C)cc1OCC(N)=O | · | 2% | -5% | -23 | -13% | 4% | -13% | -3% | -1 | -1% | 3%
O=C1C2=C(c3ccccc31)[N+](=O)C1CCCCC1N2[O-] (stereo not drawn) | ? | 1% | -4% | -9 | -30% | -2% | -7% | 5% | 18 | -1% | -2%
N/C(=N\OC(=O)CCn1cccc(C(F)(F)F)c1=O)c1ccc(OC(F)(F)F)cc1 | -6% | 3% | 1% | -4 | · | -1% | 1% | -11% | 1 | -5% | 1%
O=C(O)CC(SCC(=O)Nc1ccc(Br)cc1)C(=O)O (stereo not drawn) | -11% | -2% | 2% | 7 | ? | 3% | 13% | -7% | 24 | 2% | 7%

Part of the list above, as comma-separated lines:
SMILES,MBNL1 CUG block,USP2a block,Mito fusion act,KCNH2 WT inh,Menin-MLL TR inh,S-ASM inh,Eya2 inh,Chronic BCR inh,TSHR antag,PKM2 act,GALK inhibitor
CCCN(CCO)Cc1ccc(F)c(Br)c1,-7%,0%,-2%,-13,1%,3%,7%,16%,8,6%,0%
O=C(CCCn1cnc([N+](=O)[O-])n1)Nc1ccc(F)c(Cl)c1,·,-1%,14%,-4,8%,-7%,7%,?,4,-8%,11%
O=C(O)CC(SCC(=O)Nc1ccc(Br)cc1)C(=O)O (stereo not drawn),-11%,-2%,2%,7,?,3%,13%,-7%,24,2%,7%

The list goes on.
SMILES | MBNL1 CUG block | USP2a block | Mito fusion act | KCNH2 WT inh | Menin-MLL TR inh | S-ASM inh | Eya2 inh | Chronic BCR inh | TSHR antag | PKM2 act | GALK inhibitor
COc1ccc(NC(=O)Cn2nnc(C(=O)NCCc3ccc(OC)c(OC)c3)c2N)cc1 | -10% | 0% | 1% | 1 | -1% | 0% | 1% | 6% | 29 | 4% | -2%
CNc1ccn(C2CCCO2)c(=O)n1 (stereo not drawn) | -7% | 0% | -4% | -2 | ? | 2% | 3% | 1% | -6 | -3% | 8%
COc1ccc(/C=N/NC(=O)c2cc(-c3ccc(C)cc3C)nc3ccccc23)cc1COC(C)=O | -8% | -3% | -1% | -9 | -4% | -13% | 1% | 10% | -2 | -4% | ·
C=CCC[C@@H](Cc1ccc(F)cc1)C(=O)OCCNC(=O)[C@@H](CC=C)CC(=O)N[C@H](CO)Cc1ccccc1 | · | 0% | · | -3 | · | -6% | -24% | ? | -7 | · | ·
O=C(CSc1cccc[n+]1[O-])NC1CCCCC1 | · | 4% | · | 3 | · | -2% | 3% | 5% | · | · | ·
CCOC(=O)c1c(C)c(C(=O)N2CCCCCC2)c(C)n1CC | 0% | -2% | 4% | -4 | -25% | 4% | 4% | 2% | 5 | 1% | 4%
COc1cccc(N(CC(=O)NCC2CCCO2)C(=O)CNS(=O)(=O)c2ccccc2)c1 (stereo not drawn) | · | 2% | -3% | -8 | 4% | -3% | 9% | -9% | 3 | -1% | -2%
COc1cccc(OCC(=O)N2CCCc3ccccc32)c1 | -4% | 2% | 3% | -9 | -22% | 0% | -4% | ? | 15 | · | -1%
CCc1ccc(NC(=O)CSc2nc(O)cc(=O)n2C2CCCC2)cc1 | -20% | 2% | -5% | -7 | · | -5% | -16% | 7% | 7 | 3% | 1%
c1ccn2cc(-c3ccc4c(c3)OCO4)cc2c1 | ? | -5% | -5% | -4 | ? | 306%[activator] | 7% | 1% | 4 | -4% | 2%
O=C(N/N=C\c1ccncc1)c1ccccc1O | 16% | 5% | 3% | 2 | 0% | 8% | 0% | ? | 38 | -16% | 1%
CC(C)CCNC(=O)NC(=O)COC(=O)CCN=C1NS(=O)(=O)c2ccccc21 | -6% | 3% | 2% | -3 | -10% | -3% | -6% | -1% | -1 | -1% | 4%
CC(=O)NNc1cc(C)nc(N)n1 | -12% | 0% | -6% | 4 | · | -1% | 7% | 2% | 15 | -13% | -2%
Cc1cc(S(=O)(=O)N2CCCC(C)C2)ccc1-n1cnnn1 (stereo not drawn) | 2% | 0% | 11% | 2 | 23% | 1% | 2% | -9% | 1 | -2% | 5%
Cc1ccc(NC(=O)Cc2ccccc2)c(C)c1 | 0% | -1% | 2% | · | -3% | · | -1% | ? | 2 | 3% | 0%
CC(C)n1c(=S)[nH]c2cc(Cl)ccc21 | -3% | -6% | -11% | -1 | · | -2% | -7% | ? | -2 | 0% | 1%
CC(C)C(C(=O)NCC1CCCO1)N(C(=O)CNS(=O)(=O)c1ccccc1)C1CCCCC1 (stereo not drawn) | 4% | 0% | 2% | -23 | -14% | 2% | -3% | 6% | 1 | · | 0%
CCN(CC(=O)Nc1c(F)cccc1F)C(=O)c1cccc(S(=O)(=O)N(C)c2ccccc2)c1 | · | -2% | 6% | 5 | · | 3% | -2% | 12% | -15 | · | ·
N#CCSc1ccsc1C(=O)Nc1ccc(F)cc1 | 0% | 1% | 0% | 15 | 11% | 1% | 8% | -18% | 19 | -5% | 1%
COc1cc2c(cc1OC)C(C)N(Cc1ccc3c(c1)OCO3)CC2 (stereo not drawn) | -5% | 1% | -1% | 16 | 0% | -1% | -7% | -21% | -2 | 0% | -1%
C=CCNCCOCCOc1ccc(C)cc1Br | ? | 3% | 0% | 23 | -6% | · | 7% | -1% | -1 | -8% | 0%
O=S(=O)(c1cccc(F)c1)N1CCc2sccc2C1c1ccc(OC(F)(F)F)cc1 (stereo not drawn) | -5% | -5% | -2% | -2 | · | -5% | -28% | ? | -2 | -2% | 4%
Cc1ccc(Nc2nc(C(=O)NCCCN3CCOCC3)cs2)cc1 | -13% | 1% | -1% | 9 | -3% | 4% | 3% | -8% | -1 | -5% | 5%
COC(=O)Cn1cnc2sc3c(c2c1=O)CCCC3 | 2% | 4% | 0% | -3 | 7% | 1% | 11% | 1% | 1 | 1% | 1%
CN(C)/C=C1\SC(=S)N(N2C(=O)C3C4C=CC(C4)C3C2=O)C1=O (stereo not drawn) | ? | -1% | -3% | -1 | 8% | -9% | 9% | 2% | -7 | -2% | -2%
Cc1occc1C(=O)Nc1ccc2ccccc2c1 | 0% | 2% | 16% | 5 | 13% | -4% | -1% | ? | -4 | -11% | 1%
CCN(CC(=O)NCc1ccc(F)cc1)C(=O)/C=C/c1ccc(S(=O)(=O)N(CC)CC)cc1 | ? | 0% | 5% | -5 | -10% | 2% | 1% | ? | 1 | -7% | -2%
